Screening results (PubChem)
HP1b chromo inh: blocks HP1-beta chromodomain binding to methylated histone tails. P83916. AlphaScreen HP1-beta / biotin-H3K9me3 peptide binding. Potency, µM (highest dose often 114 µM), inactives show at the top dose activity change, negative = inhibition, actives largely listed as inhibitors. 0.56% of 390,000 active. AID 540317; further: nearly all actives have a fitted effect of over 70% in size; inactives centre near 23
Target sequence (P83916 whole entry, looked up): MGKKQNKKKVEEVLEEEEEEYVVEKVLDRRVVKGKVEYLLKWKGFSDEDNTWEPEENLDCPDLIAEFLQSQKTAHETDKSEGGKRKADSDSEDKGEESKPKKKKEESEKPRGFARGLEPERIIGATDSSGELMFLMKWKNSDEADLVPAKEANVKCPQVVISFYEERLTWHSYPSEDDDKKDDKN
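AlphaScreen: HP1-beta (50 nM) preformed 30 min with biotin-H3(1-18)K9me3 peptide (50 nM) in PBS pH 7.4, 0.01% Tween-20. Compound added for 30 min at RT, then streptavidin donor/nickel chelate acceptor beads (10 ug/mL) for 30 min.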
GLS inh: inhibitors of human glutaminase (GLS); O94925; GLS enzymatic activity, qHTS titration; Potency, µM (series often up to 45.5 µM), inactives show at the top dose activity change, negative = inhibition, actives largely listed as inhibitors; 0.21% of 410,000 active; AID 624170; further: on the % scale 0 is the no-effect control and ±100 the full control effect
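hKGA in 45 mM KH2PO4 (pH 8.2), 0.02% Tween-20 with compound, then 1mM L-Glutamine (stock as added) plus glutamate oxidase/HRP/Amplex red coupling mix. Fluorescence read initially and after 30 min at RT; signal change reflects glutamate formation.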
JMJD2A Tudor: inhibitors of human JMJD2A Tudor domain | O75164 | AlphaScreen JMJD2A-Tudor / H3K4me3 peptide binding | Potency, µM (top dose mostly 114 µM), for the others: top-dose activity change, negative = inhibition, most hits filed as inhibitors | 4.4% of 390,000 active | AID 504339; further: on the % scale 0 is the no-effect control and ±100 the full control effect; nearly all actives have a fitted effect of over 50% in size
12-LOX inh: ALOX12 (human) lipoxygenase inhibition | 1.1% of 580,000 active | purified 12hLO, xylenol orange hydroperoxide absorbance | Potency, µM (top dose mostly 108 µM), without a hit: at the highest dose activity change, negative = inhibition, hits mostly inhibitors | P18054 | AID 1671190; further: on the % scale 0 is the no-effect control and ±100 the full control effect
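Purified human 12hLO at 150 nM in 25 mM Hepes, 0.01% Triton X-100, pH 7.0, preincubated 15 min at room temperature with compound. Reaction started with 40 uM arachidonic acid, 30 min at room temperature. Hydroperoxide measured by Fe-xylenol orange, 573/405 nm absorbance ratio.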
rTrxR1 inhibitor: inhibitors of rat thioredoxin reductase 1 | 1% of 390,000 active | O89049 | recombinant rTrxR1, NADPH fluorescence consumption, selenite substrate | Potency, µM (titrated, usually from 114 µM), without a hit: at the top dose activity change, negative = inhibition, most hits filed as inhibitors; further: on the % scale 0 is the no-effect control and ±100 the full control effect; nearly all actives have a fitted effect of over 65% in size
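Rat TrxR1 (90 nM in the dispensed reagent) was pre-reduced with 400 uM NADPH for 5 min at room temperature, then incubated with compound for 15 min. After 400 uM selenite was added, NADPH fluorescence (Ex 340/Em 450 nm) was followed for 8 min.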
RGS4 inhibitor: human RGS4 inhibition; Potency, µM (titrated, usually from 114 µM), without a hit: at the highest dose activity change, negative = inhibition, most hits filed as inhibitors; 0.039% of 390,000 active; Transcreener GDP fluorescence polarization, RGS4-accelerated GTP hydrolysis; further: on the % scale 0 is the no-effect control and ±100 the full control effect; nearly all actives have a fitted effect of over 75% in size; some results filed as inactive show a strong effect at the top dose
Target sequence (P49798 whole entry, looked up): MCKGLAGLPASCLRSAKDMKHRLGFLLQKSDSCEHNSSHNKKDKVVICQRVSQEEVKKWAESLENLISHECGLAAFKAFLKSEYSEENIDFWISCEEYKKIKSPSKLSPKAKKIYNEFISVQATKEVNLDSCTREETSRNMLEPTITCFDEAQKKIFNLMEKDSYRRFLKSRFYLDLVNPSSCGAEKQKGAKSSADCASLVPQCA
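MLSMR compounds (23 nl, pin-transferred) preincubated 10 min at room temperature with a 500nM (2x) first reagent, then RGS4 at 900nM (2x) plus Transcreener GDP mix added; fluorescence polarization (620/688 nm) read before and after 90 min at 30 °C.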
ERG Ets-DNA blk: inhibitors of human ERG Ets domain-DNA interaction; AID 624246; fluorescence polarization, His-ERG Ets domain / labelled DNA; 0.028% of 370,000 active; Potency, µM (top dose mostly 76.9 µM), for inactives: at the highest dose FP activity, negative = inhibition, usual class: inhibitors; active means well fitted inhibition curve with a large enough effect in the polarisation, with a control signal flat; inconclusive means small, poorly fitted or top-dose-only effect, or effect the other way, or a change in a side signal; inactive means no such curve, though single readings can be large or run the other way; the % refers to the polarisation;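 further: polarization taken with two DNA probes labelled with fluorescein and Texas red; % of control where 0% means no effect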
Target sequence (P11308 whole entry, looked up, the tested form may be a part): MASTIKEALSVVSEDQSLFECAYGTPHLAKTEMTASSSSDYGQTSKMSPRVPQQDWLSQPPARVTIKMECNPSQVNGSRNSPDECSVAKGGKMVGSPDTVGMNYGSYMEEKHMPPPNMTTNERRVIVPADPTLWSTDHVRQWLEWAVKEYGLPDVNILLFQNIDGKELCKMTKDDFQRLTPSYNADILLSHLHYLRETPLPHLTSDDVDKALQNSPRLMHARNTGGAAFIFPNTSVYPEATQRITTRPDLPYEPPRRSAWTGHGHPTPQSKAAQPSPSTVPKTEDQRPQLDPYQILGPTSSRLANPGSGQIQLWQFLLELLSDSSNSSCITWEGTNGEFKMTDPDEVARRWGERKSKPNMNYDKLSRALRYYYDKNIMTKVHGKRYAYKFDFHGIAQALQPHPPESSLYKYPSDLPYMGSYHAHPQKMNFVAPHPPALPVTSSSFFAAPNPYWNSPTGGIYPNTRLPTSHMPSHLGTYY
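His-tagged ERG Ets domain (1 uM in the protein solution; 300mM KCl, 50mM Tris-HCl, 1mM EDTA, 1mM DTT, pH 7.5) received compound, then a probe mix of 5 nM fluorescein-DNA and 100nM Texas-615-DNA. Fluorescence polarization was read for both dyes.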
Pin1 inh: human Pin1 inhibition. Q13526. Pin1 FP peptide displacement, HiFluor488, 10 min. Potency, µM (series often up to 115 µM), without a hit: at the top dose activity, negative = inhibition, most hits filed as inhibitors. 0.009% of 390,000 active. AID 504891; active means well fitted inhibition curve with a large enough effect in the polarisation, with a control signal flat, not every such curve was filed as active; inconclusive means small, poorly fitted or top-dose-only effect, or effect the other way, or a change in a side signal; inactive means no such curve, though single readings can be large or run the other way; the % refers to the polarisation; further: on the % scale 0 is the no-effect control and ±100 the full control effect
Target sequence (Q13526 whole entry, looked up): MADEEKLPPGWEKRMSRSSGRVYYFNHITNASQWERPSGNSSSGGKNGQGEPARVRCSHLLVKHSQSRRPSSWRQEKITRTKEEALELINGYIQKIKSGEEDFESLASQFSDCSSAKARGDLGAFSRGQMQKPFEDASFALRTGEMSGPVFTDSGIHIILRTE
PGK inhibitor: blocks T. brucei phosphoglycerate kinase; Potency, µM (titrated, usually from 57.5 µM), for the others: top-dose activity change, negative = inhibition, hits mostly inhibitors; PGK/GAPDH coupled, Kinase-Glo luminescence, 60 min; P07378; 0.043% of 380,000 active; further: on the % scale 0 is the no-effect control and ±100 the full control effect; nearly all actives have a fitted effect of over 60% in size
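Luminescent ATP detection (Kinase-Glo Plus) follows a 60-minute room-temperature incubation, with wells lacking PGK as controls. Buffer: 100 mM TEA (pH 7.6), 5 mM MgCl2, 0.01% Tween-20. Coupling enzyme GAPDH (100 nM final) supplies unstable 1,3-BPG in-well.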
* = called active by the depositor; i = inactive; ? = inconclusive; . = not tested or not shown; [ ] = dose if it differs, or a comment. Unless noted, the call rests on the fitted dose curve; in most records, active means well fitted curve in the direction sought with a large enough effect; inconclusive means small, poorly fitted or top-dose-only effect, or another doubt; inactive means no such curve, though single readings can be large; an effect the other way counts as inactive or inconclusive. Potency means the concentration at half of the fitted maximal effect. The list is partial; the hit share may differ from the screen's.

mol,HP1b chromo inh,GLS inh,JMJD2A Tudor,12-LOX inh,rTrxR1 inhibitor,RGS4 inhibitor,ERG Ets-DNA blk,Pin1 inh,PGK inhibitor
O=C1c2ccccc2C(=O)N1CC(O)COc1ccc(Br)cc1 (centres undefined),29.6%,-8.3%,-7.6%,0.4%,19.8%,0.1%,0.8%,-4.5%,-4.7%
Cc1cc(C(=O)CS(=O)(=O)c2ccc(F)cc2)cc(C)c1O,-5.7%,2.4%,-14.6%,0.6%,?,1.9%,12.2%,-1.0%,2.8%
Cc1ccc(-c2nn(-c3ccccc3)cc2C(=O)N2CCOCC2)cc1,20.0%,-3.7%,-23.5%,0.0%,-4.9%,30.3%,-8.3%,-0.5%,-5.9%
CN(C)c1ccnc2sc3c(SCc4ccc(Cl)cc4)ncnc3c12,73.8%[activator],1.4%,12.0%,-9.3%,-16.9%,-10.8%,-10.3%,0.4%,-8.0%
Cc1ccc(-c2csc(/C(C#N)=C(\O)CCl)n2)cc1,-2.3%,-6.9%,?,10.0%,-60.7%,?,28.1%,17.7%,i
O=C(CN1CCN(C(=O)CNC(=O)c2ccc3c(c2)OCO3)CC1)Nc1cccc(F)c1,40.7%,-0.9%,-5.8%,-19.5%,12.9%,1.1%,6.6%,-2.0%,2.1%
COCCn1c(-c2ccccc2)csc1=Nc1cccnc1,?,0.0%,?,?,-3.9%[57.1 µM],28.5%,-2.7%,-1.5%,2.9%
Cc1ccc(C)c(C(=O)CCC(=O)Nc2ccc(F)cc2)c1,31.4%,2.3%,6.2%,-17.4%,-10.7%,5.9%,-3.7%,7.7%,0.3%
Cc1ccccc1OCC(=O)OCC(=O)NCCc1ccccc1,14.8%,1.1%,-13.2%,1.3%,25.3%,27.7%,?,1.0%,-3.2%
CC(C)(C)Nc1nc(Oc2ccc(=O)[nH]n2)nc(N2CCOCC2)n1,39.7%[activator],-5.0%,1.0%,-29.5%,21.7%[57.1 µM],-15.1%,2.1%,-1.6%,i
O=C(NCc1ccco1)C(c1ccccc1)N(C(=O)Cc1cccs1)c1ccccc1 (centres undefined),17.7%,12.7%,-14.2%,-27.3%,-2.2%[57.1 µM],-10.4%,1.0%,8.8%,-7.0%
Cc1ccc2c(=O)cc(C(=O)Nc3sc4c(c3C(=O)NCc3ccco3)CCCC4)oc2c1C,-3.5%,-3.8%,?,-6.9%,20.4%,-7.1%,-1.9%,-3.3%,i
O=C(NCc1cccc(Cl)c1)c1cc2ccc3cccnc3c2[nH]1,28.6%,10.4%,-27.2%,3.0%,-4.1%,3.3%,-4.2%,0.8%,i
O=Cc1cn(-c2ccccc2)nc1-c1ccc2c(c1)OCCO2,24.7%,22.3%,22.6%,4.9%,27.3%[57.1 µM],0.3%,6.3%,-2.0%,-6.7%
Fc1ccccc1COc1ccccc1CNCc1ccncc1,36.6%,21.6%,-11.2%,5.1%,12.3%,11.1%,.,0.2%,-0.9%
O=C(CN1C(=O)NC2(CCCCCC2)C1=O)c1ccc2c(c1)OCCO2,15.3%,3.1%,-12.5%,0.0%,4.8%,-9.7%,1.4%,?,15.2%
COc1ccc(NC(=O)Cn2nc(-c3ccncc3)ccc2=O)cc1Cl,14.1%[57 µM],-0.5%,-11.9%,-11.5%,7.0%[57.1 µM],-5.8%,0.0%,-0.9%,i
CC(=O)c1ccc(N2CCN(C(=O)/C=C/c3ccc4ccccc4n3)CC2)cc1,20.5%,4.1%,-29.7%,-6.6%,-26.9%,5.1%,-2.1%,1.4%,3.8%
O=C(NCc1cccc(OC(F)(F)F)c1)c1cccc2c1C(=O)c1ccc(-c3ccc(F)cc3OCc3ccccc3)cc1S2(=O)=O,25.0%,-8.9%,-17.4%,-4.6%,-12.3%,-6.4%,6.1%,16.4%,-6.0%
O=C(COc1ccc(Cl)cc1)NCc1nnc(SCC(=O)N2CCCC2)o1,27.6%,-7.9%,2.7%,-9.7%,8.1%,17.6%,-0.9%,-0.1%,5.4%
Cc1ccc2ncc(C(=O)c3ccc(C)c(C)c3)c(S(=O)(=O)c3ccccc3)c2c1,17.6%,8.1%,-27.3%,-14.1%,5.7%,-17.9%,-4.6%,18.1%,-10.5%
CCCCc1nc(Cl)c(C#N)c2c1CCC2,98.4%[activator],0.5%,80.3%[activator],0.0%,16.1%,15.0%,-2.0%,1.7%,-1.8%
Cc1occc1-c1nnc(SCC(=O)N2CCOCC2)n1CCc1ccccc1,25.6%,-12.5%,-12.0%,0.0%,-15.2%,-41.6%,-6.0%,-1.0%,i
CCOc1cc(N2CCOCC2)c(OCC)cc1NC(=O)CCS(=O)(=O)c1ccc(Cl)cc1,-16.7%,20.1%,-31.9%,0.0%,7.6%,-6.1%,-4.5%,5.8%,-1.7%
Cc1ccc(-n2c(SCc3ccc([N+](=O)[O-])cc3)nc3ccccc3c2=O)cc1,-10.3%,-3.4%,-22.6%,-10.6%,23.9%,-11.7%,-1.4%,-1.8%,-1.4%
CCCc1cc(=O)[nH]c(SCC(=O)c2cc(C)n(CC(F)(F)F)c2C)n1,26.0%,-1.2%,-15.3%,-2.9%,15.0%[57.1 µM],-6.6%,2.6%,5.3%,2.9%
Cc1ccc2cccc(OCCOCCOc3ccccc3Br)c2n1,52.3%,-7.5%,1.4%,2.6%,-7.2%,4.8%,-2.2%,-1.3%,i
Cn1c(Cn2cnc3ccccc32)nnc1SCC(=O)CC(=O)Nc1ccccc1,42.2%[activator],18.1%,-20.8%,0.0%,-23.2%[57.1 µM],1.9%,0.3%,?,3.7%
O=C(Nc1cccc(S(=O)(=O)N2CCCCC2)c1)c1cccs1,5.1%,0.0%,-11.1%,16.0%,11.7%,9.7%,1.0%,1.6%,-4.3%
COc1cccc(NC(=O)Nc2nnc(Cc3ccccc3F)s2)c1,34.8%[activator],-0.6%,-3.4%,?,30.3%,34.5%,-5.6%,-3.0%,.
O=C(NN1C(=O)C2C3C=CC(C4CC34)C2C1=O)c1ccc(Cl)cc1 (centres undefined),40.1%[activator],-5.9%,-4.7%,14.3%,13.7%[57.1 µM],-18.6%,0.5%,-1.3%,-1.4%
CC1=C(C)CC(C(=O)NCc2ccccn2)C(C(=O)O)C1 (centres undefined),23.1%,-0.7%,-0.7%,?,19.6%,6.0%,-14.0%,-1.6%,i
CC1(C)CC(=O)c2sc(NC(=O)c3cccs3)nc2C1,5.3%,?,-18.9%,51.9%[activator],-21.6%,22.4%,9.3%,5.7%,-8.4%
Oc1ccc(-c2[nH]ncc2-c2cnn(-c3ccccc3)c2)c(O)c1,15.6%,?,-20.3%,-3.7%,10.3%[57.1 µM],20.2%,21.4%,-1.5%,3.5%
CCOC(=O)C(NC(=O)NCc1ccc(OC)cc1)(OCC)C(F)(F)F (centres undefined),42.8%[activator],-4.6%,-2.8%,24.6%,-4.9%,24.5%,-3.9%,-6.8%,1.0%
CCCn1nc(C(=O)Nc2cc(S(=O)(=O)Nc3ccc(OC)cc3)ccc2O)c2ccccc2c1=O,8.0%,-7.3%,-13.7%,-12.8%,12.5%,-19.4%,-3.3%,?,i
COC(=O)Cn1cc(/C=C(/C#N)C(=O)N2CCOCC2)c2ccccc21,36.3%,-7.4%,-1.4%,-12.4%,20.1%[57.1 µM],0.1%,-5.1%,0.0%,i
CCOc1ccc(NC(=O)CSC2=Nc3ccccc3C3=NC(CC(=O)NCc4cccs4)C(=O)N23)cc1 (centres undefined),-12.5%,-8.8%,-23.7%,-21.7%,15.4%[57.1 µM],13.0%,-1.0%,0.2%,-5.0%
O=C(CCCN1C(=O)c2ccccc2C1=O)Nc1nnc(C2CC2)s1,32.4%,-0.2%,-9.0%,-0.6%,6.7%[57.1 µM],-23.3%,2.1%,-8.1%,i
O=C(NNc1ncccc1-n1cccc1)c1ccc(Cl)cc1,-3.3%,?,-23.5%,1.7%,-1.8%[57.1 µM],10.2%,0.6%,2.1%,-9.3%
COC(=O)CSc1nc(N)c2c3c(sc2n1)C(c1ccccc1)SC(c1ccccc1)C3 (centres undefined),48.4%,-8.2%,7.1%,.,-9.2%,-30.3%,9.4%,?,-0.1%
COc1ccc(C(=O)OCC(=O)Nc2ccc(N3CCOCC3)cc2)cc1,15.5%,-6.8%,-5.4%,12.5%,38.1%,7.6%,12.6%,-9.6%,-6.3%
CCCNc1nc(C)cc(-c2cc(-c3ccc(Cl)cc3)on2)n1,31.4%,3.3%,-16.5%,-1.1%,-4.8%[57.1 µM],-3.8%,1.0%,-3.4%,i
CCOC(=O)C1Oc2ccccc2C(c2ccc(C)cc2)=C1C(=O)OC (centres undefined),70.5%[activator],-7.8%,32.2%,?,-2.0%,-6.1%,5.8%,0.0%,-9.3%
O=C(NCCSc1ccccn1)c1ccc(Cl)cc1Cl,?,-22.4%,-13.5%,17.2%,0.4%[57.1 µM],-33.9%,-4.7%,-6.3%,-7.2%
